MgcRacGAP inhibition: MgcRacGAP GTPase-activating activity inhibitors, confirmation, biochemical, ADP Hunter fluorescence; MgcRacGAP-stimulated Rac1 GTP hydrolysis, ADP Hunter fluorescence; higher % means a stronger effect; GST-tagged Rac1 F28L mutant substrate; 340,000 tested, 0.6% active; inhibition, % at 30 µM; hits with a dose series show IC50 in µM;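 active means first-screen hits whose inhibition reached a set limit at any dose in the follow-up dose series; inconclusive means inhibition above the set first-screen limit but never retested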;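 further: fluorescence reports GDP produced by GAP-driven GTP hydrolysis; strong numbers were not always called active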
T cell HTS: T cell immune modulators affecting CD8 T cell-vesicle binding | 2C CD8+ T cell-vesicle binding, flow cytometry; active compounds read low | calls only at 7 µM | 330,000 tested, 0.068% active | AID 2052;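 active means response, share of CD8 T cells binding vesicles, and their 90th percentile fluorescence all below set limits, cut at about 80% in these data, passing the limit was not always enough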
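Read-out – percent CD8+ FL2 mean versus row control · System – murine 2C transgenic CD8+ T lymphocytes · Times – 1.5 h cell–vesicle binding at 37 °C, then 20 min icy labelling · Control set – naked vesicles low, QL9 vesicles with vehicle high · Detection – cytometric PE anti-B7-1 and Alexa647 anti-CD8 signals after 1% paraformaldehyde fixation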
K1F lysis inhibition: inhibition of K1F phage lysis, E. coli UTI89, bacterial capsule biogenesis inhibitors, alamar blue (AID 488966). E. coli UTI89 K1F phage lysis, alamar blue, 2 h; higher % means a stronger effect. inhibition, % at 100 µM, or IC50 in µM where a hit was titrated. 340,000 tested, 0.02% active;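 active means phage lysis inhibition, versus mean bacterial control, above a set limit; inconclusive means no clear call, values can overlap the other calls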;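 further: capsule biogenesis inhibitors block K1F phage lysis so surviving cells raise fluorescence; higher fluorescence means more inhibition of phage lysis; actives were called in the ten point dose series up to 300 µM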
NTR1 ag: agonists of NTR1, primary screen, imaging, U2OS cells, beta-arrestin-GFP, high content (AID 493036). P30989. NTR1-U2OS beta-arrestin-GFP spot imaging, agonist mode. activation, % at 20 µM. 330,000 tested, 0.17% active;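 active means activation at or above 40% of the spot to cytoplasm intensity ratio, with at least 20 cells analyzed; inconclusive means wells under 20 cells, flagged as cytotoxic or low count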;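 further: 0% = DMSO without peptide and 100% = 100 nM NTR1 peptide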
Target sequence (P30989 whole entry, looked up): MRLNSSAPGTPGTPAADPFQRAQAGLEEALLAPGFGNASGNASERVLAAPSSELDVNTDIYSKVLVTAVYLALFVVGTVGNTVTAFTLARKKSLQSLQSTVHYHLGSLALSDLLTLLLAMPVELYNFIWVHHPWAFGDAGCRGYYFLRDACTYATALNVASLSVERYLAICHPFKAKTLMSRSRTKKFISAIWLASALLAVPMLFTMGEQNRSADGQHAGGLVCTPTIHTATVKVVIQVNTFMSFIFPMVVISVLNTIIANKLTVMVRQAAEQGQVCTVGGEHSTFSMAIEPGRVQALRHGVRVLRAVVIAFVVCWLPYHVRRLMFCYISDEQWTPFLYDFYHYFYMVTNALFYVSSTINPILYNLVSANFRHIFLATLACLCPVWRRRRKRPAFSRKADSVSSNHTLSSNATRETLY
RSV CPE inhibition: RSV antiviral activity via CPE protection, HEp-2 cells, primary 10 µM value included (AID 2391) | 310,000 tested, 0.13% active | HEp-2 cells, RSV-induced CPE inhibition; higher % means a stronger effect | one-dose CPE inhibition, % at 10 µM; IC50 in µM for titrated hits; in the data active means a potency from the dose series; inconclusive means CPE inhibition mostly from about 23% at the one dose, without a potency; inactive means the rest, 99 in 100 with CPE inhibition below about 21%; further: strong numbers were not always called active
Salmonella PhoP GFP: inhibitors of PhoP regulon expression, primary screen, Salmonella Typhimurium, GFP reporter (AID 1863). S. Typhimurium PhoP-regulated promoter GFP reporter, 4 h; higher % means a stronger effect. one-dose inhibition, % at 50 µM; IC50 in µM for titrated hits. 300,000 tested, 0.16% active;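 active means inhibition over 29.93%, a cutoff 3 SD above the screen mean, later confirmed by dose response; inconclusive means inhibition over 29.93% but no dose response follow-up; inactive means inhibition at most 29.93% or unconfirmed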;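 further: 0% = low Mg2+ inducing control and 100% = high Mg2+ repressing control; strong numbers were not always called active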
Myeloid diff MLP: promotes myeloid progenitor differentiation; calls only at 10 µM; 360,000 tested, 1% active; AID 624256; ER-HoxA9 myeloid progenitors, lysozyme-GFP differentiation, flow cytometry;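 active means normalized GFP-positive differentiation at or above the plate's own cutoff, the solvent-only control mean plus 3 SD; inconclusive means no clear call, values can overlap the other calls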;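 further: cells exposed to compound for four days before flow analysis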
TNAP activation fold: stimulation of alkaline phosphatase TNAP activity – biochemical, luminescent, no phosphate acceptor, uHTS, primary screen (AID 1001); purified TNAP, luminescent activation assay, no phosphate acceptor; higher activation fold means a stronger effect; one-dose activation fold at 20 µM; EC50 in µM for titrated hits; 200,000 tested, 0.03% active; in the data active means activation fold from about 3, or a potency from the dose series; inactive means the rest, 99 in 100 with activation fold below about 1.6; further: many of its hits are not listed in these tables
SV40 large T antigen: SV40 large T antigen inhibitors, biochemical (AID 1903) | inhibition, % at 20 µM, or IC50 in µM where a hit was titrated | SV40 large T antigen ATPase/helicase inhibition assay; higher % means a stronger effect | 310,000 tested, 0.39% active; in the data active means a potency from the dose series; inconclusive means inhibition mostly from about 32% at the one dose, without a potency; inactive means the rest, 99 in 100 with inhibition below about 32%; further: strong numbers were not always called active
T cell HTS vesicle-bound %: also measured in T cell HTS; calls as there; double positive events, %; measured here: CD8+ vesicle-bound cell fraction;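 binding gate set so that unloaded-vesicle control wells show 10% double positive cells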
NTR1 ag cell count 20 µM: also measured in NTR1 ag; calls as there; cell count; measured here: cell count, cytotoxicity flag
Myeloid diff MLP GFP+ MAC1+ %: second read-out of Myeloid diff MLP, no call of its own (marks repeat the call); GFP+ MAC1+ double positive, %; measured here: differentiation confirmed by MAC1 staining
* marks the source's active call; other numbers are inactive results; i = inactive; ? = inconclusive; · = not tested or not shown; [ ] = remark or other dose.

Value order: Salmonella PhoP GFP	T cell HTS vesicle-bound %	RSV CPE inhibition	Myeloid diff MLP	T cell HTS	NTR1 ag cell count 20 µM	K1F lysis inhibition	SV40 large T antigen	TNAP activation fold	NTR1 ag	MgcRacGAP inhibition	Myeloid diff MLP GFP+ MAC1+ %
COc1ccccc1-c1nnc(NC(=O)c2cccc(N3C(=O)CCC3=O)c2)o1
  3%	42	1.4%	i	i	25	-0.7%	6%	1.1	-0.7	2%	0.2
Cc1cc(C)c2nc(NC(=O)c3ccc([N+](=O)[O-])o3)sc2c1
  -5%	18	0.4%	i	i	62	-0.1%	5%	·	9.2	13%	0.1
COCCN1C(=O)N(c2cccc(OC)c2)C(=O)C1CC(=O)Nc1ccc(Cl)cc1 (centres undefined)
  -1%	64	0.8%	i	i	61	0.3%	18%	·	0.6	5%	0.1
O=C(COc1ccc(S(=O)(=O)Nc2ccc(Cl)cc2)cc1)N1CCOCC1
  -6%	16	0.0%	i	i	51	-0.3%[50 µM]	7%	·	0.1	12%	1.0
Cc1cc(C)c(S(=O)(=O)N2CCN(C(=O)C3COc4ccccc4O3)CC2)c(C)c1 (centres undefined)
  ·	40	8.6%	i	i	54	0.0%[50 µM]	·	·	1.8	4%	0.6
CC(C)=CCN1CCN(Cc2cnc(-c3ccccc3)s2)CC1CCO (centres undefined)
  2%	27	-1.1%	i	i	64	-0.2%	11%	1	-0.5	6%	0.6
CN1CCc2c(sc3c2C(=O)NC(c2ccc(-c4cccc(Cl)c4)o2)N3)C1 (centres undefined)
  -8%	35	12%	i	i	51	-0.3%	-10%	0.8	1.2	9%	0.6
COc1ccc(NC(=O)CN(C)C(=O)c2cn(-c3ccccc3)nc2-c2ccc(Cl)cc2)cc1
  -2%	43	7.0%	i	i	58	-0.6%[50 µM]	10%	·	16	6%	1.2
Cc1ccc(S(=O)(=O)N(C)CC(=O)NCCCn2nc(C)cc2C)cc1
  ·	57	·	i	i	55	0.6%[50 µM]	·	·	0.3	4%	0.2
COc1ccc(-n2ncc3c(=O)n(Cc4c(F)cccc4Cl)cnc32)cc1
  ·	53	0.8%	i	i	60	0.8%	·	1	0.7	-3%	0.7
O=C(COc1ccc(S(=O)(=O)N2CCCCC2)cc1)NCC1CCCO1 (centres undefined)
  -1%	48	2.6%	·	i	39	-1.4%	7%	1.1	0.5	6%	·
COc1ccc(F)cc1C(=O)C1CCCN(C(=O)Cc2c(C)noc2C)C1 (centres undefined)
  -8%	52	1.3%	i	i	62	0.4%	-4%	1.1	-0.6	-5%	0.4
O=S(=O)(NCc1cccs1)c1cccc(S(=O)(=O)N2CCCCC2)c1
  -2%	39	2.2%	i	i	89	0.8%	4%	1.1	-5.9	2%	1.2
O=C(COc1ccc2c3c(c(=O)oc2c1)CCCC3)NCc1ccccn1
  -8%	7	5.9%	i	i	58	0.2%	7%	·	0.7	11%	8.9
O=C(Nc1cccc(F)c1)c1coc(=O)c(Br)c1
  -3%	6	3.8%	i	i	71	-1.3%[50 µM]	53%	1	0.1	17%	2.1

Other results follow.
Value order: Salmonella PhoP GFP	T cell HTS vesicle-bound %	RSV CPE inhibition	Myeloid diff MLP	T cell HTS	NTR1 ag cell count 20 µM	K1F lysis inhibition	SV40 large T antigen	TNAP activation fold	NTR1 ag	MgcRacGAP inhibition	Myeloid diff MLP GFP+ MAC1+ %
Cc1ccc(S(=O)(=O)Nc2cc(=O)[nH]c(SCc3ccccc3Cl)n2)cc1
  13%	51	5.0%	i	i	41	0.2%	22%	1.1	1.5	7%	0.4
Cc1cccn2c(=O)nc(SCC(=O)N3CCC(C)CC3)nc12
  10%	49	-0.5%	i	i	52	0.8%[50 µM]	3%	·	0.9	4%	0.9
Cc1ccc(C(=O)c2ccc([N+](=O)[O-])cc2)c(C)c1
  8%	37	2.1%	i	i	54	-0.1%	2%	1	1.0	4%	1.1
Cc1ccc(CC(=O)N2CCN(C(=O)C3CCCO3)CC2)cc1 (centres undefined)
  0%	33	1.6%	i	i	68	2.0%[50 µM]	4%	·	-0.7	8%	0.5
CCc1nnc(NC(=O)CN2CCCC(C)C2)s1 (centres undefined)
  -3%	60	2.1%	i	i	49	3.0%	23%	·	-0.3	11%	0.5
CC(C)CCn1c(SCCc2ccccc2)nc2c1c(=O)[nH]c(=O)n2C
  -8%	50	2.8%	i	i	55	0.8%	5%	1.1	8.2	7%	0.3
CCCc1ccc2oc(C(=O)N3CCN(c4cnccn4)CC3)c(C)c2c1
  -3%	70	6.5%	i	i	58	-0.2%	24%	·	8.5	0%	1.3
O=C(Cc1ccc(Cl)cc1)NCCS(=O)(=O)N1CCN(c2ccccc2)CC1
  3%	49	2.6%	i	i	61	0.9%[50 µM]	17%	·	0.0	5%	1.3
CCN(CC)CCn1cnc2c1c(=O)[nH]c(=O)n2Cc1ccccc1
  -2%	52	1.4%	i	i	63	1.6%	10%	·	0.6	1%	0.8
S=C(NCCC1=CCCCC1)Nc1ccc(Cl)cc1
  -4%	32	4.1%	i	i	61	2.1%[50 µM]	7%	1.1	0.6	0%	0.0
CCCS(=O)(=O)N1CCN(C(=O)c2ccc(-c3ccccc3)cc2)CC1
  0%	39	20%	i	i	83	-0.2%	2%	1	2.2	6%	1.0
O=C(O)c1cccc(-n2cccc2/C=C\[N+](=O)[O-])c1
  3%	60	2.4%	i	i	78	0.4%	21%	0.9	2.1	27%	0.3
COc1cc(C(=O)Nc2nnc(CC(=O)N3CCOCC3)s2)cc(OC)c1OC
  0%	66	1.6%	i	i	70	2.7%	6%	1.1	1.5	3%	0.5
CCN(CC)CCOc1ccc2c(c1)C(=NNC(=O)c1ccccn1)c1cc(OCCN(CC)CC)ccc1-2
  42µM*	48	-1.7%	·	i	80	i	20%	1	2.8	31µM*	·
O=C(Nc1ccccc1)NC1(C(=O)NCc2ccc3c(c2)OCO3)CCCCC1
  7%	59	-0.8%	i	i	79	-0.1%	-9%	1.1	1.1	-8%	1.2

The closing 3 records of the section above lead into the next.
Value order: Salmonella PhoP GFP	T cell HTS vesicle-bound %	RSV CPE inhibition	Myeloid diff MLP	T cell HTS	NTR1 ag cell count 20 µM	K1F lysis inhibition	SV40 large T antigen	TNAP activation fold	NTR1 ag	MgcRacGAP inhibition	Myeloid diff MLP GFP+ MAC1+ %
COc1cc(C(=O)Nc2nnc(CC(=O)N3CCOCC3)s2)cc(OC)c1OC
  0%	66	1.6%	i	i	70	2.7%	6%	1.1	1.5	3%	0.5
CCN(CC)CCOc1ccc2c(c1)C(=NNC(=O)c1ccccn1)c1cc(OCCN(CC)CC)ccc1-2
  42µM*	48	-1.7%	·	i	80	i	20%	1	2.8	31µM*	·
O=C(Nc1ccccc1)NC1(C(=O)NCc2ccc3c(c2)OCO3)CCCCC1
  7%	59	-0.8%	i	i	79	-0.1%	-9%	1.1	1.1	-8%	1.2
Cn1c(N)c(C(=O)CSc2nnc(-c3c[nH]c4ccccc34)n2C2CC2)c(=O)[nH]c1=O
  ·	33	0.8%	i	i	53	0.8%[50 µM]	·	·	1.1	1%	0.3
Cc1ccc(C)c(N2CCN(C(=O)CCCn3c(=O)c4cccn4c4cccnc43)CC2)c1
  10%	34	?	?	i	68	0.1%	1%	·	22	9%	·
CN(C)CCCNc1nc2sc3c(c2c(=O)n1CCc1ccccc1)CCCCC3
  -9%	58	·	i	i	45	0.1%	14%	·	3.2	3%	0.2
COc1ccc([C@H]2/C=C\CN(C(=O)c3ccc(C)cc3)[C@@H](C)C(=O)N2Cc2ccc(F)cc2)cc1
  -5%	32	10%	i	i	88	-0.1%	19%	·	6.9	3%	2.5
COc1ccc(/C=N/NC(=O)CCOc2ccccc2C)cc1OC
  -8%	38	1.7%	i	i	56	0.6%	1%	1	1.3	3%	0.9
COc1cc(-c2nnc(-c3ccncc3)o2)ccc1OCc1ccccc1
  1%	37	2.9%	i	i	89	-0.3%	2%	1.1	5.5	2%	0.0
Cc1nc(Cc2nnc(SCC(=O)Nc3c(C)cccc3C)o2)cs1
  -3%	55	-1.0%	i	i	55	1.2%[50 µM]	1%	·	-0.8	9%	1.2
Cc1ccc(NC(=O)c2ccc(CSc3nnc(C)s3)cc2)cc1
  -10%	55	2.3%	i	i	49	0.3%	5%	1.1	-0.5	12%	0.6
Cc1cccc(CNC(=O)C2CCC(=O)N(C3CCCCCC3)C2)c1 (centres undefined)
  -3%	6	1.2%	i	i	75	1.4%[50 µM]	15%	·	0.9	8%	3.0
COc1ccccc1C(=O)NC(=S)Nc1ccc(NC(=O)c2ccco2)cc1
  -8%	26	1.5%	i	i	50	0.9%	6%	1	5.0	6%	0.5
COC(=O)/C(N=Nc1c(C)n(C)n(-c2ccccc2)c1=O)=C(\C)O
  -12%	58	2.1%	i	i	101	1.1%	11%	1	0.7	6%	0.1
N#Cc1ccccc1NC(=S)Nc1ccc(F)cc1
  ·	38	0.3%	i	i	82	-1.8%	·	1.1	0.8	5%	0.2
NS(=O)(=O)c1ccc(NC(=O)COC(=O)c2cn(-c3ccccc3)nc2-c2ccc(F)cc2)cc1
  -5%	16	1.2%	i	i	55	3.2%	10%	1.1	1.1	4%	0.5
CC(C)(O)[C@@H]1CC(=O)[C@]2(C)[C@H](CC[C@@]3(C)[C@H](c4ccoc4)OC(=O)[C@H]4O[C@]432)[C@@]1(C)/C=C\C(=O)O
  ·	21	0.1%	i	i	58	2.2%	·	·	1.2	11%	0.6
COC(=O)c1c[nH]n2c(=O)cc(C)nc12
  20%	12	1.6%	i	i	60	i	9%	1.1	-0.6	7%	0.6
Cc1ccc(CN2C(=O)CCC2C(=O)NCCN2CCOCC2)cc1 (centres undefined)
  -3%	31	·	i	i	36	0.1%	-1%	1.1	1.4	7%	1.1
CCN(CC)C(=O)CC(c1cc(OC)c(OC)c(OC)c1)c1c(OC)cc(OC)c2c(-c3ccccc3)cc(=O)oc12 (centres undefined)
  -2%	29	5.1%	i	i	70	0.0%	11%	·	2.3	11%	0.8
Cc1nc2ccccn2c1-c1ccnc(=S)[nH]1
  -7%	22	10%	i	i	56	0.1%	19%	·	0.5	9%	0.2
